Assay outcomes deposited in PubChem BioAssay by several laboratories.
rCAG RNA binder = binds r(CAG) RNA repeats; r(CAG) RNA repeat, TO-PRO-1 dye displacement fluorescence; inhibition, % at 3 µM; 1.3% of 370,000 active;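 active means inhibition above the plate cutoff, the mean of all test compounds on that plate plus 3 SD, cut at about 35% in these data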;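 further: 0% = DMSO alone and 100% = 100 µM mitoxantrone as full dye displacement; higher means more dye released from RNA so lower well fluorescence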
TDP2 absorb = blocks human TDP2 phosphodiesterase activity | recombinant TDP2, T5PNP hydrolysis, p-nitrophenol absorbance 415 nm | O95551 | inhibition, % at 12.8 µM | 0.34% of 370,000 active;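 active means inhibition above the mean of all tested compounds plus 3 SD, set per campaign, cut at about 25% in these data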;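 further: 0% = DMSO with enzyme and 100% = buffer with substrate but no TDP2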
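Material: recombinant human TDP2; quantity: TDP2 enzyme at 120 nM final; medium: Tris-HCl pH 7.5 with MgCl2; compound: single concentration, 12.8 µM nominal, with 1% DMSO; incubation: 2 h enzyme incubation at 37 °C; signal: epi absorbance; measure: percent inhibition; benchmarks: high control without enzyme, low control DMSO plus TDP2; repeats: singlicate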
LEDGF integ inh = blocks HIV-1 LEDGF/p75-dependent DNA integration. inhibition, % at 3.7 µM. 0.64% of 370,000 active. AID 743269. TR-FRET IN-LEDGF/p75 DNA integration, Eu/Cy5;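 active means inhibition above the screen-wide mean plus 3 SD, cut at about 13% in these data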;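 further: signal is the Cy5 over europium emission ratio at 671 and 618 nm; 0% = plate median of compound wells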
PG9 Ab binder = binds the HIV-1 gp120 antibody PG9 | TR-FRET gp120-PG9 antibody binding | inhibition, % at 6.7 µM | 0.43% of 360,000 active; in the data active means inhibition above about 8.5%
SIAE primary = human SIAE inhibition, primary screen; AID 1053197; 0.69% of 370,000 active; inhibition, % at 9.66 µM; Q9HAT2; SIAE FP-Rh probe binding, fluorescence polarization;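 active means inhibition above a cutoff: mean of compounds within the control limits plus 3 SD of those, cut at about 17% in these data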;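 further: 0% = plate median of compound wells and 100% = probe without SIAE protein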
ABHD4 inh = inhibitors of mouse ABHD4; Q8VD66; purified mABHD4, FP-Rh probe fluorescence polarization; inhibition, % at 8.92 µM; 0.54% of 370,000 active; AID 720543;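 active means inhibition exceeding the mean over every tested compound plus 3 SD, cut at about 30% in these data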;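 further: 0% = plate median of compound wells and 100% = S159A mutant with DMSO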
Target sequence (Q8VD66 whole entry, looked up): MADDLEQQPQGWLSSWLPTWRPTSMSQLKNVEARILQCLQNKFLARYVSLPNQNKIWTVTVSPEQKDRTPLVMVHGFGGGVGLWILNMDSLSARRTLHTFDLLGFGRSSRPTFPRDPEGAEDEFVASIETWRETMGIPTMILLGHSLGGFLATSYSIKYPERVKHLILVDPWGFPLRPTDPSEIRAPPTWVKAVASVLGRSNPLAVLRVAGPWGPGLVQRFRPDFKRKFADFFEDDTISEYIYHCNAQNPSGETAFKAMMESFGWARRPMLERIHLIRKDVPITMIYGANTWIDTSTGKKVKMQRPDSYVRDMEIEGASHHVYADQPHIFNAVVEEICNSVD
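system = mouse ABHD4 enzyme, wild type | medium = HEPES pH 7.0, NaCl, Pluronic buffer | also added = FP-Rh probe | incubation = Enzyme–compound pre-incubation 45 min, then probe 60 min, both 25 °C | technique = fluorescence polarization, excitation 525 nm, emission 598 nm, BODIPY TMR filters | controls = S159A mutant high control, sample median low control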
PRMT1 FP inh = PRMT1 (human) inhibition, primary screen. Q99873. recombinant PRMT1, activity-based probe fluorescence polarization. inhibition, % at 2.79 µM. 1.3% of 370,000 active. AID 652257;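 active means inhibition above about 21% made by adding two undisclosed values, limit read from the data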
HTRA1 inhibitor = inhibitors of human serine peptidase HTRA1; 0.5% of 340,000 active; recombinant HTRA1, FP-rhodamine activity-based probe, fluorescence polarization; AID 504803; Q92743; inhibition, % at 5.96 µM; in the data active means inhibition above about 36%;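 further: 0% = enzyme with DMSO and 100% = wells lacking enzyme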
Target sequence (Q92743 whole entry, looked up): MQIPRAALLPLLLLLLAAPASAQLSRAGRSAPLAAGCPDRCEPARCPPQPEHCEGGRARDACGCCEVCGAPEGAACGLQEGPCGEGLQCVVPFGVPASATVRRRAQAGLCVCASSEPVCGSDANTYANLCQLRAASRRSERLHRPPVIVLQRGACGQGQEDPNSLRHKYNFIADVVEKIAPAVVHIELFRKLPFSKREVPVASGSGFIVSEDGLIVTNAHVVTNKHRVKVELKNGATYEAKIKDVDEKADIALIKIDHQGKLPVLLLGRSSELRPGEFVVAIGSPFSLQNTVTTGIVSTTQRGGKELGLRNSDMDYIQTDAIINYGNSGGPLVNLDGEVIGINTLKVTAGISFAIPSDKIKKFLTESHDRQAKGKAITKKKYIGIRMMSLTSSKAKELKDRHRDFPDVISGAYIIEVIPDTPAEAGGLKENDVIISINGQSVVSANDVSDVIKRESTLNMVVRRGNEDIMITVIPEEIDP
NR1D1 modulator = modulates human Rev-erb alpha binding to DNA; Rev-erbα–FITC-DNA binding, fluorescence polarization, 90 min; activity, % at 10 µM; 0.79% of 370,000 active;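 active means activity above about 14%, limit read from the data; passing the limit was not always enough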;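 further: 0% = DMSO wells with 35 nM protein and 100% = DMSO wells with 750 nM protein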
TCR CD3 inh = inhibitors of human TCR-CD3 interaction; TAMRA-labeled TCR probe fluorescence, biochemical; inhibition, % at 9.4 µM; 0.37% of 360,000 active; in the data active means inhibition above about 19%;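 further: recombinant mutant TCR 2C K166C tagged with TAMRA read by polarization; 0% = receptor in buffer alone and 100% = receptor with positive control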
* hit, by the source's call; nt = no result given.

SMILES | rCAG RNA binder | TDP2 absorb | LEDGF integ inh | PG9 Ab binder | SIAE primary | ABHD4 inh | PRMT1 FP inh | HTRA1 inhibitor | NR1D1 modulator | TCR CD3 inh
Cc1cc(C2=NNC(=NC3CCCCC3)SC2)c(C)n1-c1c(C)n(C)n(-c2ccccc2)c1=O | 1 | -17 | -5 | -0.5 | 1 | 3 | -1 | 12 | -1 | -2
CCC(C)Sc1nnc(CNS(=O)(=O)c2ccc(F)cc2)n1C (configuration not stated) | -2 | 7 | -1 | -1.2 | 4 | 7 | 3 | -1 | 1 | 1
COc1cc(OC)c(NC(=O)c2ccc(Br)o2)cc1Cl | 2 | 4 | -5 | -0.7 | -8 | -2 | 0 | -17 | 3 | 3
CC(C)NC(=O)CSc1ncccc1-c1nc2ccccc2[nH]1 | 6 | 4 | 4 | 0.2 | 1 | 0 | -1 | 11 | -1 | -5
Cc1ccc(C)c(NC(=O)NNC(=O)c2ccc3ccccc3c2O)c1 | 1 | -2 | 1 | -2.6 | 13 | 8 | 0 | 15 | 1 | 17
COc1ccc(CNC(=O)C(=O)NCC(c2ccco2)N2CCOCC2)cc1 (configuration not stated) | -4 | -5 | 2 | -0.2 | -1 | -3 | -1 | -3 | 4 | 1
Cc1ccc(NC(=O)c2ccco2)c(NC(=O)c2cccs2)c1 | -1 | -18 | 2 | 1.7 | -4 | -8 | 5 | -10 | -1 | -7
COc1cccc(-n2c(N)cc(=O)nc2SCC(=O)N2CCN(c3ccccc3)CC2)c1 | -2 | -7 | 1 | 0.2 | 0 | 7 | -2 | -2 | -2 | -4
COc1ccc(C(=O)N2CCN(c3ccc(NC(=O)c4cccs4)cc3)CC2)cc1 | -3 | -9 | 0 | -2.6 | 8 | 0 | 4 | -3 | -5 | -6
Cc1ccc(NC2=NC(c3ccc(O)cc3)n3c(nc(C)cc3=O)N2)cc1 (configuration not stated) | 11 | -4 | 3 | 1.2 | -13 | -8 | 1 | -12 | -1 | 4
Cc1cccc(C)c1Nc1cn[nH]c1 | 2 | 16 | -2 | -2.6 | 8 | 1 | -1 | nt | -6 | -8
CCN(CC)S(=O)(=O)c1cccc(C(=O)Nc2ccccc2C(=O)N2CCOCC2)c1 | -1 | 3 | -2 | 1.1 | 0 | 6 | -1 | 2 | 1 | 4
COc1ccccc1-c1nnc(NC(=O)c2ccc(S(=O)(=O)N(C)CC3CCCO3)cc2)o1 (configuration not stated) | 32 | 11 | 2 | -1.4 | 8 | 4 | 1 | 2 | -8 | 1
CCn1c(Cc2cccn2C)nnc1SCC(=O)c1ccc(C)cc1 | 2 | 5 | 1 | 1.7 | 0 | -3 | 2 | -11 | 0 | 4
CSc1c(CC(=O)Nc2ccccc2C(F)(F)F)n(Cc2ccccc2)c2ccccc12 | 0 | 3 | 0 | 0.0 | 6 | 3 | 0 | 4 | 7 | -6
CCN1CCN(CC(=O)Nc2ccc(Cl)c(S(=O)(=O)N(C)C)c2)CC1 | -3 | 5 | 4 | -2.3 | 0 | 14 | -1 | 15 | 0 | 5
Cc1nn(-c2ccccc2)c(Cl)c1C(=O)OCC(=O)NCCc1ccc(S(N)(=O)=O)cc1 | 5 | 2 | 3 | -0.4 | -1 | -2 | -7 | 0 | -6 | -1
COCCNC(=O)/C(C#N)=C/c1ccc(C)o1 | -1 | -3 | 1 | 0.2 | 0 | 3 | 3 | nt | -1 | -2
CCOC(=O)CSc1nnc(COc2cccc(C)c2)o1 | -4 | 9 | -3 | -0.2 | 8 | 1 | -1 | nt | -1 | 2
CCC(C)Sc1ccc([C@H]2N[C@@](C)(C(=O)OC)[C@H]3C(=O)N(C)C(=O)[C@@H]23)cc1OC (some centres not stated) | -6 | 3 | -1 | -3.5 | 3 | 3 | 2 | -3 | -1 | -2
Cc1ccc(S(=O)(=O)CCc2nc3ccccc3[nH]2)cc1 | 1 | -12 | -7 | -1.8 | -4 | -10 | 7 | 0 | -3 | -1
O=C(c1cccnc1)N1CCN(S(=O)(=O)c2ccc(S(=O)(=O)N3CCCC3)cc2)CC1 | 0 | 4 | 3 | -1.4 | 8 | 3 | -1 | -4 | 1 | 0
COC(=O)CSC1=C(C#N)C(=O)NC2(CCCCC2)S1 | 3 | -12 | 0 | -3.2 | -1 | -7 | 16 | -6 | 3 | 5
CCc1ccccc1NC(=O)CSC1=C(C#N)C(c2ccc3c(c2)OCO3)C2=C(CCCC2=O)N1 (configuration not stated) | 7 | 4 | 0 | 3.1 | 8 | 16 | 12 | -10 | -5 | 3
O=C(NC1=NCCS1)NC12CC3CC(CC(C3)C1)C2 | 0 | 8 | 2 | -0.4 | 0 | -4 | -2 | 2 | 2 | -7

Other records follow:
SMILES | rCAG RNA binder | TDP2 absorb | LEDGF integ inh | PG9 Ab binder | SIAE primary | ABHD4 inh | PRMT1 FP inh | HTRA1 inhibitor | NR1D1 modulator | TCR CD3 inh
COC(=O)Cn1c(O)c(N=NC(=O)c2ccc3c(c2)OCO3)c2ccccc21 | 3 | 1 | -4 | -0.8 | -4 | 6 | 4 | -1 | nt | -7
S=c1sc(SCCOc2ccccc2)nn1-c1ccccc1 | 3 | 7 | 2 | -0.6 | -3 | -5 | 0 | -15 | -1 | -1
COc1ccc(NC(=O)CCc2nc(-c3ccc(C)cc3)no2)c(OC)c1 | -5 | 3 | 0 | -3.2 | -4 | -3 | -1 | -2 | 6 | 0
Cc1ccc(NC(=O)CNc2ccccc2CN(C)C2CCCCC2)cc1 | -4 | -6 | -5 | -0.1 | 2 | 2 | -2 | -10 | -5 | -8
CN(c1ccc(C(=O)NC2CCCC2)cc1)S(=O)(=O)c1ccccc1 | -3 | 5 | 4 | 0.0 | 3 | 3 | -1 | -4 | 2 | 0
O=C(O)/C(=C\c1ccccc1)c1ccc2ccccc2c1 | 11 | -7 | 5 | 0.6 | -5 | -6 | 5 | nt | -4 | -16
CC(=O)c1c(C)[nH]c(C(=O)N2CCc3ccccc3C2)c1C | -6 | 4 | 2 | 0.6 | 1 | 3 | 2 | 6 | 2 | -2
COc1ccc(S(=O)(=O)N2CCC(C(=O)NCCc3ccccc3)CC2)cc1 | -2 | -3 | -4 | -0.1 | 0 | -3 | 2 | 6 | 1 | 3
CC(C)(CNC(=O)c1cccs1)CNC(=O)c1cccs1 | -4 | -10 | -3 | 0.2 | 1 | -5 | -1 | -7 | 3 | 2
O=C(NN=Cc1c(O)ccc2ccccc12)c1ccncc1 | -3 | -3 | -6 | -2.5 | 5 | 16 | -5 | 22 | 9 | -4
COc1cccc(-c2cc(C(=O)NCCN3CCOCC3)no2)c1 | 3 | -10 | 1 | -3.1 | -1 | -3 | 2 | 7 | 2 | 2
CN1CCN(c2ncnc3c2ncn3[C@H]2CN(C)C[C@@H](CO)O2)CC1 | 0 | -3 | 2 | -0.4 | 4 | -1 | -6 | nt | -6 | -3
COC(=O)c1sc(-c2ccccc2)cc1NC(=O)c1ccc(F)cc1 | 1 | 3 | 5 | -1.9 | 4 | 2 | -5 | 0 | 13 | 2
CC(C)OC(=O)N(C)C[C@H]1OCc2cnnn2CCCC(=O)N([C@@H](C)CO)C[C@H]1C | -1 | 5 | -4 | 0.3 | 1 | -1 | 8 | -1 | -1 | -5
CC(C)Cn1c(-c2cccc(S(=O)(=O)N3CCOCC3)c2)n[nH]c1=S | 1 | 0 | 6 | 0.9 | 3 | -1 | -1 | 15 | -6 | 1
Nc1nc(CN2CCN(c3ccc(F)cc3)CC2)nc(N2CCCc3ccccc32)n1 | -7 | 4 | 9 | -1.7 | 1 | 7 | -1 | -6 | -8 | 0
CC(C)(C)C(=O)COc1ccccc1[N+](=O)[O-] | -4 | -5 | 4 | 0.3 | -1 | 2 | 1 | 0 | -1 | 2
COc1ccc(CCNS(=O)(=O)c2ccc(Br)cc2)cc1OC | -4 | 11 | 0 | 2.7 | 1 | -1 | -3 | -16 | -3 | 7
CN1CCN(S(=O)(=O)c2ccc3c(c2)CC(=O)N3C)CC1 | 7 | 21 | -2 | -1.3 | 2 | 4 | -3 | 3 | -3 | -3
Cc1ccc(NS(=O)(=O)N2CCOCC2)c(C)c1 | -4 | 3 | -5 | -2.3 | 1 | 7 | 0 | 4 | -5 | -1
Nc1ccc(N2CCCCC2)cc1N1CCCCC1 | 11 | 3 | 2 | -13 | 6 | 23 | 6 | 51* | -2 | 0
COc1ccc(Cl)cc1CNCCCSc1ncccn1 | -1 | 23 | -1 | -1.9 | -2 | 5 | 2 | 6 | -1 | -3
O=C(CCc1ccccc1)Nc1nc2n(n1)C(c1ccc(Cl)cc1)CC(=O)N2 (configuration not stated) | 0 | -3 | 3 | -1.7 | 0 | 1 | 0 | 3 | 4 | 6
COCCn1c(=S)[nH]c2ccc(N(C)C)cc2c1=O | 3 | 3 | -1 | -7.1 | -4 | 10 | 14 | 15 | 0 | 1
O=C(NCc1ccccc1)C1CCCN(S(=O)(=O)c2cccs2)C1 (configuration not stated) | -1 | -14 | 2 | 5.2 | -3 | -5 | -3 | 0 | -10 | 2

Additional results follow:
SMILES | rCAG RNA binder | TDP2 absorb | LEDGF integ inh | PG9 Ab binder | SIAE primary | ABHD4 inh | PRMT1 FP inh | HTRA1 inhibitor | NR1D1 modulator | TCR CD3 inh
Cc1ccc(C)c(NC(=O)CSc2nncn2C)c1 | 3 | -4 | 1 | 0.3 | -3 | 2 | -1 | -2 | 1 | 1
O=C(CN(C(=O)c1cccc([N+](=O)[O-])c1)C1CCCCC1)Nc1ccc(Cl)c([N+](=O)[O-])c1 | 1 | 3 | -1 | -0.4 | 4 | -5 | -2 | 2 | 2 | 1
CCCC1=NN(C(=O)CCc2ccccc2O)C(O)(C(F)(F)F)C1 (configuration not stated) | -3 | -4 | 4 | -0.4 | 7 | -1 | -3 | -6 | -3 | -6
CNC(=O)COC(=O)c1cc(-c2ccco2)nc2ccccc12 | 18 | 2 | 16* | -0.4 | 7 | 18 | 12 | 10 | -23 | 18
COc1ccccc1OCc1nc(C#N)c(NCc2ccco2)o1 | -2 | 3 | 1 | 0.1 | 7 | 1 | -3 | -5 | 3 | 9
CC1CC(C)CN(C(=S)Nc2ccc3nc4n(c(=O)c3c2)CCCCC4)C1 (configuration not stated) | -6 | 1 | 3 | 0.0 | 0 | 4 | -1 | 1 | -7 | 8
C=CCOc1ccc(CN(C)C(=O)CNC(=O)c2ccc(-c3ccccc3)cc2)cc1 | 4 | -3 | 2 | -1.7 | 13 | -4 | -3 | -29 | 11 | -7
COc1ccc(C(CNC(=O)CNS(=O)(=O)c2ccc(NC(C)=O)cc2)N2CCOCC2)cc1 (configuration not stated) | 1 | -2 | 0 | -1.3 | -3 | -7 | 0 | 4 | 2 | 1
COc1cccc(OCC(O)CNC(C)c2ccccc2)c1 (configuration not stated) | -5 | 9 | -4 | -0.8 | -3 | 1 | 0 | 0 | -2 | 4

One compound at a time, from the list above. Screens in order: rCAG RNA binder	TDP2 absorb	LEDGF integ inh	PG9 Ab binder	SIAE primary	ABHD4 inh	PRMT1 FP inh	HTRA1 inhibitor	NR1D1 modulator	TCR CD3 inh
Record of COc1cccc(OCC(O)CNC(C)c2ccccc2)c1 (configuration not stated) → -5	9	-4	-0.8	-3	1	0	0	-2	4
Record of Cc1ccc(C)c(NC(=O)CSc2nncn2C)c1 → 3	-4	1	0.3	-3	2	-1	-2	1	1

A portion of the library; count on the stated rates, not on these rows.
